# Mtb RmlCD inh: inhibitors of Mycobacterium tuberculosis RmlC and RmlD coupled enzymes. P9WH09+P9WH11. RmlC+RmlD coupled enzyme assay, percent inhibition; primary screen in compound mixtures. inhibition, % at 3.6 µM. 0.03% of 160,000 active; in the data active means inhibition mostly above about 34%, no sharp cut-off; further: some results filed as inactive read as strong as hits
# Target sequence (P9WH09 whole entry, looked up): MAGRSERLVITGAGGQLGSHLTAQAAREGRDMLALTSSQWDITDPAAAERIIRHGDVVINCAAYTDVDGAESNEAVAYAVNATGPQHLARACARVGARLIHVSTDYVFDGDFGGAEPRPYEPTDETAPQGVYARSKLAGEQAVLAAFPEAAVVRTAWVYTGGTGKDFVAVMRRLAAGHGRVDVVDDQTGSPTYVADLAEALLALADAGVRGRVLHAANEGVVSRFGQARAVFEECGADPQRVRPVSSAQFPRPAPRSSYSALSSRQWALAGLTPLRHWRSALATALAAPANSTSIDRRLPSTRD
# Target sequence (P9WH11 whole entry, looked up): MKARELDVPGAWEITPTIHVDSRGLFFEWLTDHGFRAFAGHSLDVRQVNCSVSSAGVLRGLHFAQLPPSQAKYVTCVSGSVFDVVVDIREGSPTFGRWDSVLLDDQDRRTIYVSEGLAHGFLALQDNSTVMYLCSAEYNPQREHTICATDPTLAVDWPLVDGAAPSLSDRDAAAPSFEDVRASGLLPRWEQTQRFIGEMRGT
# M. tuberculosis GlmU: inhibition of mycobacterial GlmU enzyme – biochemical, glucosamine-1-phosphate acetyltransferase (AID 1376); M. tuberculosis GlmU acetyltransferase enzyme assay; higher % means a stronger effect; one-dose inhibition, %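 (tested at 30 µM in the primary screen)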; IC50 in µM for titrated hits; 0.25% of 220,000 active; in the data active means inhibition above about 13%;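 further: 0% = complete reaction with vehicle and 100% = reaction without substrate; strong numbers were not always called active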
# The depositor's hits bear a star; nt = not tested or not shown.
mol	Mtb RmlCD inh	M. tuberculosis GlmU
CCn1c(CSc2nc(C)cc(C)n2)nnc1SCC(=O)N1CCCc2ccccc21	-10.6	3.4%
Cn1c(=O)c2c(nc(-c3ccccc3)n2C)n(Cc2ccccc2)c1=O	-9.6	1.1%
Cc1nnc(SCC(=O)Nc2cc(C(C)(C)C)nn2-c2ccccc2)s1	-5.9	0.6%
CCN(CC)S(=O)(=O)c1ccc2c(c1)nc(CCC(=O)O)n2C	-3.3	1.8%
Cc1cc(NC(=O)COC(=O)c2oc3c(ccc4ccccc43)c2C)no1	53.6	3.9%
CCOC(=O)c1sc(C)c2c(=O)n(CCCN3CCOCC3)cnc12	12.6	-1.2%
O=C(Nc1cccc(C(F)(F)F)c1)c1cc(Br)cc2c1OCC2	7.6	2.7%
CCOc1ccc(N2C(=O)CN=C2Nc2ccccc2F)cc1	12.6	3.0%
CC(=O)c1ccc(S(=O)(=O)N2CCNCC2)cc1	0.9	1.3%
O=C(CS(=O)(=O)c1ccccc1)Nc1nc2ccccc2s1	nt	-6.8%
Cc1ccc(Oc2nnc(-c3cccs3)c3ccccc23)cc1C	-7.3	1.7%
N#Cc1c(N)n(-c2ccccc2)c(=O)c2cc([N+](=O)[O-])ccc12	1.3	0.9%
CC(C)=CCOc1c2occc2cc2ccc(=O)oc12	nt	0.5%
Cn1nnc(C(O)CNCc2cccs2)n1 (stereo not given)	nt	-1.7%
O=C(NNC(=O)c1sc2cccc(Cl)c2c1Cl)Nc1ccccc1	nt	1.7%
CCN(CC)C(=O)COc1ccc(-c2nnc(Nc3ccc(OC)c(C(=O)NC)c3)c3ccccc23)cc1	8.8	-0.4%
Cc1ccc(C(=O)CSc2ccc(-c3ccccc3)nn2)cc1	-4.7	-0.6%
COc1cc2nc(C3CCC3)n(NC(=O)C(OC(C)=O)c3ccccc3)c(=O)c2cc1OC (stereo not given)	nt	8.2%
COc1ccc(-n2c(=S)[nH]c3sc4c(c3c2=O)CCN(C)C4)cc1	-10.8	-8.2%
COc1ccc(/C=N/n2cnc3c([nH]c4ccccc43)c2=O)cc1CO	35.6	-0.3%
O=C(/C=C/c1ccccc1)NNc1ccc(Cl)cc1	-3.7	-0.8%
O=C(Nc1ccc(F)cc1)c1ccc(S(=O)(=O)N2CCOCC2)o1	10.8	2.5%
CC1(C)Cc2c(sc3c2C(=O)N(c2ccccc2)C2=NCCN23)CS1	10.6	-3.7%
COc1ccc(CNC(=O)/C=C/c2ccco2)cc1OC	-2.6	-8.2%
Cc1ccc(NC(=O)CN(C)CC(=O)Nc2ccccc2C(=O)Nc2ccccc2)cc1	2.9	3.0%
COc1cccc(C(=O)NC(=S)Nc2ccc(Cl)c(C(=O)O)c2)c1	-6.8	-1.5%
CCCS(=O)(=O)c1c(S(=O)(=O)CCC)c2c(N)cccn2c1C(=O)c1ccc(OC)cc1	10.2	-3.2%
Clc1ccc(Br)cc1-c1nc(-c2ccncc2)no1	nt	1.4%
O=C1c2cccc3cccc(c23)C(=O)N1CCCN1CCN(c2ccc(F)cc2)CC1	-10.6	-4.8%
CCC1(C)Cc2ccccc2/C(=C/C(=O)N2CCCCC2)N1 (stereo not given)	1.9	-3.7%

# Some of the entries above in another layout:
SMILES: N#Cc1c(N)n(-c2ccccc2)c(=O)c2cc([N+](=O)[O-])ccc12
  Mtb RmlCD inh = 1.3
  M. tuberculosis GlmU = 0.9%
SMILES: COc1ccc(CNC(=O)/C=C/c2ccco2)cc1OC
  Mtb RmlCD inh = -2.6
  M. tuberculosis GlmU = -8.2%
SMILES: CCn1c(CSc2nc(C)cc(C)n2)nnc1SCC(=O)N1CCCc2ccccc21
  Mtb RmlCD inh = -10.6
  M. tuberculosis GlmU = 3.4%
SMILES: CC1(C)Cc2c(sc3c2C(=O)N(c2ccccc2)C2=NCCN23)CS1
  Mtb RmlCD inh = 10.6
  M. tuberculosis GlmU = -3.7%

# More compounds
mol	Mtb RmlCD inh	M. tuberculosis GlmU
CCC(CNc1cc(OC)cc2cccnc12)NC1CCCCC1 (stereo not given)	7.2	nt
Cc1cc(C)n(-c2nncn2NC(=O)c2ccc(Cl)cc2O)n1	nt	5.7%
Cc1ccc(Nc2c3c(nc4ncnn24)CC(C)CC3)cc1 (stereo not given)	-4.9	2.0%
CC(C)CC1(C(=O)NCc2ccccn2)C=CCN1C(=O)c1ccccc1 (stereo not given)	nt	2.8%
CS(=O)(=O)N1CCC(C(=O)NCCN2CCN(Cc3ccccc3)CC2)CC1	-1.1	-7.8%
O=C(NCCCCNC(=O)c1ccccn1)c1ccccn1	5.3	0.8%
COc1ccc(CC(=O)Nc2ccc3c(c2)CCC3)cc1S(=O)(=O)N1CCOCC1	nt	0.0%
Nc1nonc1C(=O)OCC(=O)N1CCCCC1	nt	2.5%
COc1cccc(C2CC(c3cccs3)=NN2C(=O)CSC2=NN3CCCC(=O)N=C3S2)c1OC (stereo not given)	10.0	-3.8%
O=C(Nc1ccc(CN2CCCCC2)cc1)c1cccc(F)c1	7.7	-2.7%
COc1ccc(-c2c(C#N)c(SCC(=O)c3cc4ccccc4oc3=O)nc(C)c2C(=O)Nc2ccccc2)cc1	5.5	0.7%
O=C(O)c1ccc(N/N=C/C2=Cc3ccccc3OC2)cc1	8.1	14.4%*
Cc1ccc(C(=O)OCC(=O)N2CC(=O)Nc3ccccc32)s1	nt	-1.1%
COC(=O)c1ccc2c(=O)n(C3CCCCC3)c(SCC#N)nc2c1	nt	5.8%
CCC(C)[C@@H](C(=O)Nc1ccc2c(c1)OCO2)N1Cc2ccccc2C1=O (stereo not given in full)	9.1	-1.3%
CCCCNC(=O)CN(CCc1ccccc1)S(C)(=O)=O	nt	1.3%
Cc1ccc(C(=O)ON=C2CCN(S(=O)(=O)c3ccccc3)CC2)cc1	0.5	0.6%
NC(N)=Nc1cc2ccccc2c2ccccc12	nt	-8.8%
Cc1cccc(C)c1N1CCN(S(=O)(=O)N2CCOCC2)CC1	5.4	4.0%
CC1CC(Nc2ccccc2)c2ccccc2N1C(=O)c1cccnc1 (stereo not given)	nt	-2.1%
Cc1ccc(C)c(CSc2nnc(-c3ccccn3)n2N)c1	3.5	3.2%
OC1(c2ccc(F)cc2)CCN(Cc2nnnn2Cc2cccs2)CC1	40.1	-2.8%
O=C(O)c1ccc(CSc2nnc(SCc3ccccc3)s2)cc1	nt	0.7%
N#C/C(=N\Nc1ccc(Br)cc1)C(=N)N1CCOCC1	-3.2	-2.3%
Cn1c(SCC(=O)Nc2cccc(S(=O)(=O)NC3=NCCCCC3)c2)nnc1-c1ccccc1	-1.1	1.1%
CC(C)NC(=S)N1CCN(S(=O)(=O)c2cccc(C(F)(F)F)c2)CC1	-3.5	1.1%
C=CCn1c(SCC(=O)c2c(N)n(C)c(=O)n(C)c2=O)nc2sc(C)c(C)c2c1=O	5.2	4.6%
CN(c1ccccc1C(=O)Nc1cccnc1)S(C)(=O)=O	2.6	4.6%
Cn1c(=O)n(C)c2cc(/C=N/NC(N)=S)ccc21	-11.3	-1.9%
COc1ccc(C2NC(=S)NC(O)(C(F)(F)F)C2C(=O)c2cccs2)cc1 (stereo not given)	nt	2.8%

# Part of the list above in another layout:
# Each structure is followed by: Mtb RmlCD inh | M. tuberculosis GlmU
> Cn1c(=O)n(C)c2cc(/C=N/NC(N)=S)ccc21
→ -11.3 | -1.9%
> Cc1ccc(C(=O)ON=C2CCN(S(=O)(=O)c3ccccc3)CC2)cc1
→ 0.5 | 0.6%
> COc1ccc(C2NC(=S)NC(O)(C(F)(F)F)C2C(=O)c2cccs2)cc1 (stereo not given)
→ nt | 2.8%

# Next structures follow.
mol	Mtb RmlCD inh	M. tuberculosis GlmU
C=CCSc1nc(C)c2cc(C)cc(C)c2n1	10.7	-3.3%
CCc1ccc(C(=O)OCC(=O)NCC(F)(F)F)cc1	4.0	-6.4%
CCOC(=O)CC1COc2ccccc2N1C(=O)c1ccc(F)cc1 (stereo not given)	4.0	6.8%
COc1ccc(CN2CC(=O)N(c3ccc(C)cc3)C2=S)cc1OC	nt	-6.8%
CCOCCc1nnc(NC(=O)c2cccc(F)c2)s1	5.2	2.2%
Cc1ccc(-c2cc(-c3ccc4c(c3)OCO4)c(C#N)c(N)n2)o1	10.9	0.7%
Cn1c(SCC(=O)NCc2ccc3c(c2)OCO3)nnc1C1COc2ccccc2O1 (stereo not given)	4.8	0.3%
O=C(Nc1cccc(NC(=O)c2ccc(-c3cccc(Br)c3)o2)c1)c1ccco1	-9.6	-5.2%
COc1ccc(-c2c(C3=CCCCC3)oc3ccc(-c4ccc5c(c4)OCO5)cc23)cn1	nt	1.2%
Cc1cc2nnc(SCC(=O)NCC3CCCO3)n2c2ccccc12 (stereo not given)	-7.2	-4.8%
CC(C)OP(=O)(OC(C)C)C(O)c1cccc([N+](=O)[O-])c1 (stereo not given)	nt	-1.0%
CCOC(=O)N1CCN(c2cc(=O)n(-c3cccc(Br)c3)c(=O)[nH]2)CC1	-8.4	-5.9%
CC1CCCCN1CC(O)COCCC12CC3CC(CC(C3)C1)C2 (stereo not given)	11.0	-4.1%
CC(=O)N1CC=CC1(CC(C)C)C(=O)NCc1cc(F)cc(C(F)(F)F)c1 (stereo not given)	nt	-0.5%
Cc1cc(=O)n(C2CCS(=O)(=O)C2)[nH]1 (stereo not given)	-9.3	0.8%
COc1nc(N/N=C/c2ccc(-c3cccc([N+](=O)[O-])c3)o2)nc(N2CCOCC2)n1	6.7	0.1%
COc1cc(CCC(=O)OCC(=O)Nc2ncc(Cl)cc2Cl)cc(OC)c1OC	2.0	2.8%
Cc1cc(C)nc(NS(=O)(=O)c2ccc(NC(=O)c3ccco3)cc2)n1	-9.5	-4.4%
Cc1cc(=O)n(-c2ccc(C(=O)O)cc2)[nH]1	2.8	1.4%
CCOC(=O)C1CCN(S(=O)(=O)c2ccc(NC(C)=O)c(Cl)c2)CC1	6.6	3.4%
CC1CN(C(=O)c2cccc(C(=O)N3CC(C)OC(C)C3)c2)CC(C)O1 (stereo not given)	-0.6	nt
CCCCN(CCCC)CCNC(=O)Cc1nc2c(c(=O)[nH]c(=O)n2C)n1C	6.5	-2.8%
CCOc1ccc(C(=O)CCNC(Cc2cnc[nH]2)C(=O)O)cc1 (stereo not given)	nt	2.0%
COC(=O)c1c(NC(=S)NN2CCOCC2)sc2c1CCCC2	nt	-2.2%
CCc1ccc(-c2csc(NC(=O)Oc3ccccc3)n2)cc1	1.9	-5.8%
C=C1C(C(=O)Nc2cccc(OC)c2)C1C(=O)Nc1cccc(OC)c1 (stereo not given)	2.9	2.8%
CC1=CC(c2ccccc2)n2nc(N)nc2N1 (stereo not given)	nt	4.8%
CC(C(=O)O)c1ccc(N2Cc3ccccc3C2=O)cc1 (stereo not given)	nt	-1.4%
CN(C(=O)COC(=O)/C=C/c1cn(-c2ccccc2)nc1-c1ccc2c(c1)OCCO2)C1CCS(=O)(=O)C1 (stereo not given)	-6.8	10.8%
COc1ccc(-n2nnnc2SCC(=O)c2ccc3c(c2)OCCO3)cc1	nt	1.9%
CC(C)NC(=S)NN=C1c2ccccc2-c2ccccc21	6.7	-2.4%
CCN(C(=O)CSc1nnc(-c2ccncc2)n1C)C1CCS(=O)(=O)C1 (stereo not given)	nt	-0.4%
CCCCOc1ccc(CONS(=O)(=O)c2ccc(NC(C)=O)cc2)cc1Cl	1.4	-4.9%
COc1ccc(-c2nc3cc(NC(=S)NC(=O)Cc4ccccc4)ccc3o2)cc1	-16.9	1.7%
CCN(CC)C(=O)Cn1cc(C(=O)C(=O)N2CC=C(c3ccccc3)CC2)c2ccccc21	-2.0	nt
Cc1cc2nc(/N=C(\N)NC(=O)N3c4ccccc4Sc4ccccc43)nc(C)c2cc1C	23.3	10.1%
CC(C)Cn1c(N)c(C(=O)COC(=O)CC23CC4CC(CC(C4)C2)C3)c(=O)n(C)c1=O	nt	-0.5%
Cc1cc2cc3c(cc2nc1SCc1ccccn1)OCCO3	nt	-5.8%
CCOC(=O)C1(Cc2ccc(Cl)cc2)CCN(C(=O)c2cnc(C)cn2)CC1	nt	-6.0%
Cc1ccc(CCSc2ccc(C(C)C)cc2)cn1	7.7	1.9%
Cc1cccc(N2CCN(C3=NC(=O)C(Cc4ccccc4)S3)CC2)c1 (stereo not given)	9.2	3.3%
CC(C)CC(C(=O)Oc1ccc2c3c(c(=O)oc2c1)CCC3)N1C(=O)c2ccccc2C1=O (stereo not given)	54.5*	nt
CC1CCCC(n2cnc3cc(C(=O)O)ccc32)C1C (stereo not given)	1.4	-5.6%
CCOc1ccc(NC(=O)C2CCN(S(=O)(=O)c3c(C)n[nH]c3C)CC2)cc1	4.7	-0.5%
Cc1ccc(N2C(=O)CN(Cc3sccc3C)C2=S)cc1C	nt	2.6%
Cc1cc(C)c2cc(CN(Cc3cccs3)Cc3nnnn3CC3CCCO3)c(=O)[nH]c2c1 (stereo not given)	nt	2.7%
CCOC(=O)N1CCC(NC(=O)C2CCN(S(=O)(=O)c3ccc4c(c3)oc(=O)n4C)CC2)CC1	-5.7	3.8%
O=C(COC(=O)[C@H](Cc1c[nH]c2ccccc12)NC(=O)c1cccs1)NCc1ccccc1	nt	1.0%
Cn1c(Cn2cnc3ccccc32)nnc1SCc1ccccc1	nt	11.3%
COc1ccc(C)cc1S(=O)(=O)N(C)CC(=O)Nc1ccccc1	nt	-3.2%
CC(=O)CC(C)(C)Nc1nc2cc([N+](=O)[O-])ccc2o1	nt	1.7%

# Compound activity as filed in PubChem BioAssay.

# This is a subset; count on the stated rates, not on these rows.
